High-throughput results from PubChem.
TNAP act mid DEA = human TNAP activation, intermediate phosphate acceptor; P05186; purified TNAP, CDP-star luminescence, 100 mM DEA, 30 min; active compounds read high; scale: 0 levamisole-inhibited, 1 vehicle-only enzyme; activation factor at 20 µM; 64,000 tested, under 10 active; AID 813;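 active = activation factor of at least 2 at 20 µM, relative to controls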
MKP-1 inh = inhibitors of human MKP-1 phosphatase | P28562 | recombinant MKP-1, OMFP hydrolysis fluorescence | inhibition, %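 (compounds tested at a single concentration somewhere between 10 and 100 µM)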 | 0.15% of 65,000 active;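 active = inhibition above about 50%, limit read from the data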;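 note: 0% = DMSO max control wells and 100% = wells with enzyme stopped by NaOH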
Jurkat viability = cytotoxic compounds reducing Jurkat cell viability. Jurkat E6.1 viability, ATP luminescence, 48 h. inhibition, % at 4 µM. AID 463. 1.2% of 56,000 active;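 active = inhibition above the mean inhibition of all tested compounds plus 3 SD, cut at about 28% in these data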
MMP13 inh = MMP13 (human) collagenase inhibition | P45452 | AID 570 | inhibition, % at 4 µM | 0.07% of 65,000 active | MMP-13 fTHP FRET cleavage, Mca fluorescence;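 active = inhibition above the mean of compound-free control plate wells plus 3 SD, cut at about 14% in these data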;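 note: 0% = DMSO wells and 100% = wells with reference MMP-13 inhibitor after basal subtraction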
ROCK2 inh = blocks human Rho kinase 2 activity. O75116. purified ROCK2, Kinase-Glo ATP depletion luminescence. inhibition, % at 6 µM. 0.35% of 60,000 active;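 active = inhibition above the screen-wide mean inhibition plus 3 SD, cut at about 18% in these data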;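 note: plate controls were DMSO wells for no effect and Y-27632 control wells after no-enzyme background subtraction for full effect; many of its hits are not listed in these tables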
HEK293 NFkB inh = lowers PMA/ionomycin-induced NF-kB signal in HEK293 cells; HEK-293 NF-kB luciferase reporter, luminescence; 0.21% of 62,000 active; AID 465; inhibition, % at 3 µM;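 active = inhibition above the mean of all tested compounds plus 3 SD, cut at about 40% in these data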;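 note: 0% = stimulated DMSO wells and 100% = 10 µM reference inhibitor 5653914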
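System: NF-kB luciferase reporter HEK-293 cells | Replication: Single test | Control set: DMSO vs reference inhibitor | Evaluation: % inhibition | Schedule: 1 h pretreatment, 16 h stimulation, 37 °C | Probe or stimulus: PMA with ionomycin | Compound dosing: One dose, 3 µM | Detection: Luciferase luminescence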
JNK3 blocker = blocks human JNK3 kinase activity; inhibition, % at 8 µM; AID 746; P53779; 0.61% of 60,000 active; purified JNK3 kinase activity, HTS; in the data active = inhibition above about 17%;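 note: 0% = DMSO and 100% = reference inhibitor; many of its hits are not listed in these tables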
Cdc25B inh = inhibitors of human Cdc25B phosphatase; P30305; recombinant Cdc25B, OMFP fluorescence Ex485/Em525; inhibition, %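 (compounds tested at 10 µM final in the well)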; 0.1% of 65,000 active; AID 368; in the data active = inhibition above about 50%
PKA inh = blocks human protein kinase A activity; P17612; PKA Kemptide phosphorylation, Kinase-Glo ATP luminescence; inhibition, % at 6 µM; 0.1% of 65,000 active;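 active = inhibition above the screen-wide mean inhibition plus 3 SD, cut at about 21% in these data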; note: many of its hits are not listed in these tables
* marks the source's active call; other numbers are inactive results; / = no result given; [ ] = remark or other dose. Rows were taken by chance; any-hit rate near 1.9%.

SMILES	TNAP act mid DEA	MKP-1 inh	Jurkat viability	MMP13 inh	ROCK2 inh	HEK293 NFkB inh	JNK3 blocker	Cdc25B inh	PKA inh
COCCNC(=O)C(c1ccc(C)o1)N(CC1CCCO1)C(=O)Cn1nnc2ccccc21 (configuration not stated)	0.9	7	-4	0	0	3	2	-2	0
O=C(O)CS(=O)(=O)c1ccc(Oc2ccc(S(=O)(=O)CC(=O)O)cc2)cc1	0.9	4	0	-5	-2	12	-1	-10	-1
CN(C)S(=O)(=O)c1ccc(C(=O)NCc2cccs2)cc1	0.9	3	1	0	-3	8	4	-13	0
CCOC(=O)N1CCN(S(=O)(=O)c2ccc3c(c2)SC(C)C(=O)N3)CC1 (configuration not stated)	1	14	29	-2	-2	17	7	-13	-3
CN(C(=O)c1c(Cl)nc2sccn12)C1CCCCC1	0.8	-5	/	2	/	10	/	-1	-5
COC(=O)c1nc(NC(=O)c2ccc(Cl)cc2)n[nH]1	0.9	4	7	5	-3	14	-4	-9	5
CCCC1(C(=O)O)NC(c2ccc(OC)cc2O)C2C(=O)N(c3ccc(OC)cc3)C(=O)C21 (configuration not stated)	1	7	-3	-6	4	7	-3	-11	3
Cc1csc(SCC(=O)Nc2cccc3nsnc23)n1	0.8	-22	-5	-9	9	5	5	-3	16
COc1ccc(-c2sccc2C(C)C(=O)O)cc1 (configuration not stated)	0.9	-14	-2	8	1	7	-9	-6	8
CCOC(=O)C1=C(c2ccccc2)NC(=O)NC1c1ccc(OCC#N)c(OC)c1 (configuration not stated)	1	-11	2	0	0	21	-4	-9	0
CS(=O)(=O)Nc1ccc(C(=O)NCCC2=CCCCC2)cc1	0.9	-5	1	3	-2	1	-8	-2	6
CC1(C)Cc2ccccc2C(=NCCCC(=O)O)N1	1	-2	-2	2	2	3	2	-5	3
CCOC(=O)C1CCCN(c2cc(C)nc3cc(-c4ccc(F)cc4)nn23)C1 (configuration not stated)	0.9	41	-1	-4	0	3	-5	-13	-1
CC1CCN(c2c(NCc3ccc(C(=O)NCc4cccnc4)cc3)c(=O)c2=O)CC1	1	3	-14	-3	3	13	-4	-7	7
Cc1cc(NC(=O)c2cc(-c3cccs3)nc3ccccc23)no1	0.9	3	14	-84[fluorescence artefact?]	-2	3	3	-14	5
N#Cc1c(NC(=O)CN2CCN(S(=O)(=O)c3ccc4c(c3)OCCO4)CC2)sc2c1CCC2	0.9	34	2	3	-2	2	1	29	7
CCn1nnc(C(=O)O)c1C(=O)O	0.9	-24	/	2	6	/	-7	-14	2
CCCCOC(=O)n1c(=O)oc2cc(S(=O)(=O)N3CCCCC3)ccc21	1	0	11	2	1	14	0	2	-9
COc1ccc(S(=O)(=O)n2c(CCN3CCOCC3)nc3ccccc32)cc1	1	32	3	2	-2	18	-5	1	4
COc1cc2c(cc1OC)/C(=C/C(=O)N1CCOCC1)NC(C)(C)C2	0.9	-20	1	-34	2	14	-4	14	1
O=C(NCc1ccco1)c1ccccc1Br	0.9	1	2	1	4	12	-1	2	2
COc1cc(OC)c(NS(=O)(=O)c2coc(C(N)=O)c2)cc1Cl	0.9	8	-4	-1	2	13	-8	6	-8
C=CCNC(=O)CN1CCC(O)(c2ccccc2)CC1	0.9	0	6	3	-2	17	-4	-5	4
CCC(=O)N1CCc2cc(S(=O)(=O)NC(C(=O)N3CCc4ccccc4C3)C(C)C)ccc21 (configuration not stated)	0.9	25	/	-2	/	14	/	-4	3
COc1ccc(Cn2nnnc2C(c2cccs2)N2CCN(c3ccccc3)CC2)cc1 (configuration not stated)	0.9	3	10	6	-5	8	-1	-8	-13
CC(NC(=O)Cn1cnnn1)C12CC3CC(CC(C3)C1)C2 (configuration not stated)	0.9	-8	9	1	-10	19	-3	5	-2
CCN(CC)CCCN1C(=O)C(O)=C(C(=O)c2cc3ccccc3o2)C1c1ccccn1 (configuration not stated)	0.9	-15	-2	4	1	26	12	5	0
Cc1ccccc1-c1nc2cc(N)ccc2o1	1	-19	4	-11	-5	-28	-1	6	-4
COc1ccc(CCNC(=O)c2cc(-c3cccs3)on2)cc1OC	0.8	4	-3	1	10	-35	-2	-1	11
CN1CCN(CCCCOc2ccc(F)cc2)CC1	1	-1	/	-2	-10	/	-6	-23	0
O=C(NCSc1ccncn1)c1ccccc1	1	23	-1	5	3	8	0	-10	9
Cc1cccc(NC(=O)NCCN2C(=O)C3C4C=CC(C4)C3C2=O)c1 (configuration not stated)	1	0	5	-3	-1	4	-2	-6	3
Cc1cccc(OCCOCCSc2ncccn2)c1	1	10	-2	2	6	-6	4	-17	12
O=C(COc1ccc(F)cc1Br)NCc1ccccn1	0.9	-5	-9	-4	3	12	5	1	13
CC(C)=CC(=O)Nc1ccc2c(c1)OCO2	0.9	5	13	0	-6	-11	-1	8	-2
O=C(CN1C(=O)c2cccc3cccc1c23)N1CCc2ccccc2C1	/	11	14	-4	9	9	-1	-5	7
O=C(c1ccco1)N1CCN(C(=O)C2Cc3ccccc3CN2S(=O)(=O)c2ccc(F)cc2)CC1 (configuration not stated)	0.9	13	/	9	/	12	/	-7	0
O=C(COC(=O)c1cccnc1Nc1ccccc1F)NCc1ccc2c(c1)OCO2	0.9	9	-4	2	3	12	-3	1	4
COCCCN1C(=O)C(O)=C(C(=O)c2ccco2)C1c1ccc(Br)cc1 (configuration not stated)	0.9	-8	/	-13	5	/	2	10	3
Cc1cc(C)nc(-n2nc(C)cc2NC(=O)COC(=O)CCC(=O)c2cccs2)n1	1	16	-7	-9	6	4	3	-6	12
Cc1nc2ccc(S(=O)(=O)NCC(=O)NCCN3CCCCCC3)cc2s1	0.9	2	4	3	-1	11	-4	-16	-4
Cc1ccc(O)c(NC(=O)c2cccc(NC(=O)c3ccco3)c2)c1	0.9	16	/	5	/	10	/	9	6
CC(=O)Nc1ccc(S(=O)(=O)CCC#N)cc1	0.8	-4	-4	-6	2	7	0	0	6
Cc1ccc(Cn2ccc(NC(=O)c3cc(-c4ccco4)on3)n2)cc1	1	25	2	0	7	-6	1	-5	4
O=C(NCCCN1CCOCC1)c1cc(-c2cccs2)on1	1	-1	9	1	6	-11	3	-9	3
Cc1cccc(N2CCN(S(=O)(=O)c3ccc4c(c3)c(=O)n(C)c(=O)n4C)CC2C)c1 (configuration not stated)	0.9	9	/	4	/	5	/	0	8
CCn1c(C)csc1=NC(=O)c1ccccc1O	1	-24	18	-1	-1	1	23*	-2	0
Nc1nc(CSc2nc3ccccc3[nH]2)nc(N2CCOCC2)n1	0.8	-26	3	-1	8	10	10	5	3
CCCCOC(=O)Cn1c(=N)n(CCC)c2ccccc21	0.9	0	-5	3	3	0	4	6	2
Cc1cccc(NS(=O)(=O)c2cccs2)n1	1	1	-11	-32	9	12	-3	1	10
O=C(COC(=O)c1n[nH]c2ccccc12)NC(=O)NCc1ccco1	0.9	19	-7	-12	4	15	11	-5	6
C#CC(C)(CC)NC(=O)c1cc(OC)c(OC)c(OC)c1 (configuration not stated)	1	-14	0	-3	-3	8	-6	-10	0
CCC(c1nnnn1Cc1ccco1)N(Cc1cc2cc(C)cc(C)c2[nH]c1=O)CC1CCCO1 (configuration not stated)	1	35	0	-11	4	18	7	-5	6
CCc1ccc(OCC(=O)Nc2ccc(-c3nc4ccccc4o3)c(O)c2)cc1	1	10	-11	-10	2	-10	-2	-5	-5
CC(=O)C1=C(C)Nc2ncnn2C1c1ccccc1Cl (configuration not stated)	1	27	3	2	4	-3	-8	-9	5
COc1ccc2cc(S(=O)(=O)N3CCOCC3)ccc2c1	0.9	7	3	0	2	8	0	-7	3
CC(=O)Nc1cccc(NC(=O)c2ccco2)c1	0.9	0	-1	-5	-4	13	3	-6	-1
CCCSc1nc(C)cc(=O)[nH]1	0.9	-6	-3	2	6	12	1	-8	1
Cc1cc(OCC(=O)N(C)C)c2c(-c3ccccc3)cc(=O)oc2c1	0.7	14	11	-9	0	18	-1	-19	-2
COc1cc2c(C(=O)NCc3ccccn3)cn(CC(C)C)c(=O)c2cc1OC	1	0	0	2	-3	1	1	-12	-8
(continued)
SMILES	TNAP act mid DEA	MKP-1 inh	Jurkat viability	MMP13 inh	ROCK2 inh	HEK293 NFkB inh	JNK3 blocker	Cdc25B inh	PKA inh
CCN(CC)S(=O)(=O)c1cccc(C(=O)OCc2cc(=O)n3nc(C)sc3n2)c1	0.9	36	-3	3	6	20	-3	-4	6
CNC(=O)n1ccc(C(=O)N2CCCCC2)n1	0.8	2	-6	-2	5	-1	4	-5	5
CCN(C(=O)c1cn(C)c(=O)c2cc(OC)c(OC)cc12)c1ccccc1C	0.9	14	5	-4	5	2	-4	-5	7
Cc1onc(-c2ccccc2Cl)c1C(=O)Nc1cc(=O)n(C)c(=O)n1C	/	-10	-3	0	10	9	0	2	13
O=C(CSCc1ccc(Cl)cc1)c1ccco1	0.9	11	/	0	/	13	/	-9	4
Cc1noc(C)c1C(=O)NC(C)C1CCCO1 (configuration not stated)	0.9	22	-7	-3	4	-1	0	-4	5
CCOC(=O)C1=C(CSc2nc(-c3ccncc3)ccc2C#N)OC(N)=C(C#N)C1c1cccnc1 (configuration not stated)	0.8	10	/	-6	21*	/	-7	-26	5
O=C(CCCCn1c(=O)[nH]c2ccsc2c1=O)NCC1CCCO1 (configuration not stated)	1.1	5	/	-3	/	16	/	-17	-8
CCOc1ccc(NC(C)c2cc(Cl)ccc2O)cc1 (configuration not stated)	0.9	7	1	5	6	1	1	1	4
CCOC(=O)c1[nH]c2ccc(OC)cc2c1NC(=O)CCN1CCN(Cc2ccccc2)CC1	1	-21	/	-82[fluorescence artefact?]	4	/	-8	26	1

Entries listed so far printed as active in ROCK2 inh:
SMILES	TNAP act mid DEA	MKP-1 inh	MMP13 inh	ROCK2 inh	HEK293 NFkB inh	JNK3 blocker	Cdc25B inh	PKA inh
CCOC(=O)C1=C(CSc2nc(-c3ccncc3)ccc2C#N)OC(N)=C(C#N)C1c1cccnc1 (configuration not stated)	0.8	10	-6	21*	/	-7	-26	5

Of the compounds above, these have a furan ring, fused or not.
SMILES	TNAP act mid DEA	MKP-1 inh	Jurkat viability	MMP13 inh	ROCK2 inh	HEK293 NFkB inh	JNK3 blocker	Cdc25B inh	PKA inh
COCCNC(=O)C(c1ccc(C)o1)N(CC1CCCO1)C(=O)Cn1nnc2ccccc21 (configuration not stated)	0.9	7	-4	0	0	3	2	-2	0
O=C(NCc1ccco1)c1ccccc1Br	0.9	1	2	1	4	12	-1	2	2
COc1cc(OC)c(NS(=O)(=O)c2coc(C(N)=O)c2)cc1Cl	0.9	8	-4	-1	2	13	-8	6	-8
CCN(CC)CCCN1C(=O)C(O)=C(C(=O)c2cc3ccccc3o2)C1c1ccccn1 (configuration not stated)	0.9	-15	-2	4	1	26	12	5	0
O=C(c1ccco1)N1CCN(C(=O)C2Cc3ccccc3CN2S(=O)(=O)c2ccc(F)cc2)CC1 (configuration not stated)	0.9	13	/	9	/	12	/	-7	0
COCCCN1C(=O)C(O)=C(C(=O)c2ccco2)C1c1ccc(Br)cc1 (configuration not stated)	0.9	-8	/	-13	5	/	2	10	3
Cc1ccc(O)c(NC(=O)c2cccc(NC(=O)c3ccco3)c2)c1	0.9	16	/	5	/	10	/	9	6
Cc1ccc(Cn2ccc(NC(=O)c3cc(-c4ccco4)on3)n2)cc1	1	25	2	0	7	-6	1	-5	4
O=C(COC(=O)c1n[nH]c2ccccc12)NC(=O)NCc1ccco1	0.9	19	-7	-12	4	15	11	-5	6
CCC(c1nnnn1Cc1ccco1)N(Cc1cc2cc(C)cc(C)c2[nH]c1=O)CC1CCCO1 (configuration not stated)	1	35	0	-11	4	18	7	-5	6
CC(=O)Nc1cccc(NC(=O)c2ccco2)c1	0.9	0	-1	-5	-4	13	3	-6	-1
O=C(CSCc1ccc(Cl)cc1)c1ccco1	0.9	11	/	0	/	13	/	-9	4
